SIAE primary: inhibitors of human sialic acid acetylesterase SIAE; 0.69% of 370,000 active; SIAE FP-Rh probe binding, fluorescence polarization; inhibition, % at 9.66 µM;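 active = inhibition above a cutoff: mean of compounds within the control limits plus 3 SD of those, cut at about 17% in these data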;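 also: 0% = plate median of compound wells and 100% = probe without SIAE protein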
PLC-gamma1 inh: inhibitors of human phospholipase C gamma1; 0.84% of 370,000 active; P19174; inhibition, % at 12.2 µM; AID 720700; purified PLC-gamma1, fluorogenic substrate, fluorescence; in the data active = inhibition above about 9.5%
Target sequence (P19174 whole entry, looked up): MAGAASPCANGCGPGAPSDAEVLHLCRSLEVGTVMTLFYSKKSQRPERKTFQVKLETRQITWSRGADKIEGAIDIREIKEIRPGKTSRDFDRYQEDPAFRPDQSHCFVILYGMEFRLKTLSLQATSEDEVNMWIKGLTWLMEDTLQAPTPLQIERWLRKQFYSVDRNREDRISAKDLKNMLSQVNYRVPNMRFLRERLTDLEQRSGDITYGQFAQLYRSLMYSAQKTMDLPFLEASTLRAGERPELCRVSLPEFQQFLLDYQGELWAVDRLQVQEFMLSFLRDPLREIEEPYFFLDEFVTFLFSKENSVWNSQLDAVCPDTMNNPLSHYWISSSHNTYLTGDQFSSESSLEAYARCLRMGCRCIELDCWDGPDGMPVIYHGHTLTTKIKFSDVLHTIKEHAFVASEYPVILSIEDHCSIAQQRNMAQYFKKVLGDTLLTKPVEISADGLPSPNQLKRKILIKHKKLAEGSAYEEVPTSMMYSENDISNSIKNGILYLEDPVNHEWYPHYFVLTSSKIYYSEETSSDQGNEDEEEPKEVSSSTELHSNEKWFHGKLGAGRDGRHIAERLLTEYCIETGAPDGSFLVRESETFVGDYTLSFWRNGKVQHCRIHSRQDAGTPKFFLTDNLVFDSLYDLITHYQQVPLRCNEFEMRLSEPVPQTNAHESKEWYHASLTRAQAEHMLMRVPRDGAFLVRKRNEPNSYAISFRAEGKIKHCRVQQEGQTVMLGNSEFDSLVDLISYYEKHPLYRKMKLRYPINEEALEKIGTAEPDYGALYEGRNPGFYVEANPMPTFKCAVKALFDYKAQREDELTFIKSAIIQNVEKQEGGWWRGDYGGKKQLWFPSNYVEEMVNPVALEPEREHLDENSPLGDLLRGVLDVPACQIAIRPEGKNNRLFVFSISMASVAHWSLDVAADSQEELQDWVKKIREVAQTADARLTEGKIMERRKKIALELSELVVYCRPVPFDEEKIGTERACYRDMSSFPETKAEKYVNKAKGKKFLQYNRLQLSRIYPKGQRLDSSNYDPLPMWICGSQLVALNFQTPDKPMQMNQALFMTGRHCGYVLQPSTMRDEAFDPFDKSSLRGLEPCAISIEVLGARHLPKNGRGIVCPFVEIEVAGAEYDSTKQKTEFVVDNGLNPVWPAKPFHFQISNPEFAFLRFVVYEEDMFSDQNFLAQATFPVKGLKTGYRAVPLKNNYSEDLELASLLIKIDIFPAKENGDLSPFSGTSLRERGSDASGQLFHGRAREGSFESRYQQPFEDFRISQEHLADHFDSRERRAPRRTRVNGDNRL
DDE Tn6 FP inh: disrupts Tn6 cyclic peptide binding to fibrin D-Dimer-E complex; 0.21% of 370,000 active; P02675; inhibition, % at 8.3 µM; Fibrin DD(E) TRITC-Tn6 fluorescence polarization displacement;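 active = inhibition above a per-campaign cutoff: mean of compounds within control limits plus 3 SD, cut at about 15% in these data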;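 also: 0% = median of all compound wells on the plate and 100% = blocking peptide control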
TDP2 absorb: blocks human TDP2 phosphodiesterase activity; 0.34% of 370,000 active; inhibition, % at 12.8 µM; recombinant TDP2, T5PNP hydrolysis, p-nitrophenol absorbance 415 nm; O95551; AID 720702;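 active = inhibition above the mean of all tested compounds plus 3 SD, set per campaign, cut at about 25% in these data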;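 also: 0% = DMSO with enzyme and 100% = buffer with substrate but no TDP2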
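Assay system: Recombinant human TDP2 | Quantity: 120 nM TDP2 per well | Incubation: 2 h at 37 °C | Signal: Epi absorbance | Evaluation: Percent inhibition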
ASAP1 GAP inh: blocks human ASAP1-stimulated Arf1 GTP hydrolysis; GDP FP detection; inhibition, % at 16.5 µM; 0.19% of 360,000 active; in the data active = inhibition above about 25%;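 also: 0% = vehicle with enzyme and substrate and 100% = no enzyme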
PLC-beta3 inh: PLC-beta3 (human) inhibition, primary screen; Q01970; Purified PLC-beta3, fluorogenic substrate, fluorescence; inhibition, % at 12.2 µM; 0.18% of 370,000 active; in the data active = inhibition above about 11%;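 also: 0% = median of compound wells on plate and 100% = full blocker control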
ADAM17 inh: ADAM17 inhibition, QFRET primary screen; P78536; recombinant ADAM17, EDANS/DABCYL FRET peptide cleavage; inhibition, % at 6.95 µM; 0.83% of 370,000 active;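 active = inhibition above the mean of compounds lying between control limits plus 3 SD, set per campaign, cut at about 8.5% in these data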;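 also: 0% = DMSO-only wells as the low control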
DDE Tn7 FP inh: DD(E)-Tn7 binding inhibition, primary FP screen; 0.13% of 370,000 active; P02675; inhibition, % at 8.3 µM; FP displacement of FITC-Tn7 peptide from fibrin DD(E); 0% = median of compound wells per plate;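 active = inhibition above the mean of compounds falling within the control limits plus 3 SD of them, cut at about 14% in these data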;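 also: 0% = plate median of compound wells and 100% = 10 µM Aha-Tn7 peptide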
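Assay system: Human fibrin DD(E) protein | Medium: Tris buffer with calcium and detergent, pH 7.8 | Reagent: 0.1 µM fluorescent Tn7 | Compound dosing: Single point at 8.3 µM | Times: 10 min preincubation, 3 h with tracer, room temperature | Detection: Fluorescence polarization of the labelled Tn7 tracer | Controls: Aha-Tn7 high control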
ARFGAP1 inh: inhibitors of rat ARFGAP1; AID 651572; Arfgap1-stimulated ARF1 GTP hydrolysis, GDP FP detection; 0.26% of 360,000 active; Q62848; inhibition, % at 16.5 µM;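 active = inhibition above a per-plate limit, mean inhibition of low control wells plus 3 SD, cut at about 25% in these data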;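 also: 0% = DMSO wells with enzyme and 100% = wells lacking Arfgap1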
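Material: rat Arfgap1 catalytic domain, aa 1-136; also added: human ARF1(Δ1-17)-GTP substrate; compound dosing: one concentration, 16.5 µM, DMSO 1.26%; incubation: GTP hydrolysis reaction 2 h at 25 °C; measured by: Tracer-displacement fluorescence polarization with EDTA stop, 620/688 nm; evaluation: % inhibition from polarization; repeats: one replicate per compound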
ADAM10 inh: inhibitors of human ADAM10. inhibition, % at 7 µM. O14672. 0.62% of 370,000 active. AID 720582. recombinant ADAM10, EDANS/DABCYL FRET peptide cleavage, 3 h;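 active = inhibition above a per-campaign cutoff equal to the mean of compounds falling between control-based bounds plus 3 SD, cut at about 20% in these data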;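 also: 0% = DMSO wells while the 100% control is not disclosed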
Starred values were filed as active, the others as inactive; i = inactive; · = no result given.

SMILES	SIAE primary	PLC-gamma1 inh	DDE Tn6 FP inh	TDP2 absorb	ASAP1 GAP inh	PLC-beta3 inh	ADAM17 inh	DDE Tn7 FP inh	ARFGAP1 inh	ADAM10 inh
CSc1cccc(NC(=O)COC(=O)C2CCN(S(=O)(=O)c3ccccc3)CC2)c1	-6.4	2.7	2.6	-2.7	3.4	-1.1	3.4	6.6	4.1	3.5
CCCS(=O)(=O)N1CCCC(C(=O)N2CCN(c3ccccc3)CC2)C1 (stereo not drawn)	-0.3	0.1	7.5	-4.8	-6.6	1.2	-5.9	2.8	7.8	-5.3
CC(=O)c1ccc(NC(=O)C(C)N(C)CC(=O)Nc2ccc(Cl)cc2)cc1 (stereo not drawn)	3.4	1.9	-5.5	5.2	4.0	-8.1	-2.3	0.3	1.2	1.7
CC1=CCC2C(=O)N(c3cccc(C(=O)Nc4ccc(Cl)cc4)c3)C(=O)C2C1 (stereo not drawn)	-19.6	8.3	-6.0	-11.6	18.8	-3.4	6.0	-1.5	5.8	3.8
O=C1CCN(S(=O)(=O)c2ccccc2)CCN1CCOCc1ccc(C(F)(F)F)cc1	5.4	2.6	-8.4	8.2	0.3	0.5	-3.8	-0.9	-4.6	-8.2
CC1(C(=O)NS(=O)(=O)c2ccc(F)cc2F)CCN1C(=O)Cc1ccc(Cl)cc1Cl (stereo not drawn)	-2.6	-3.5	4.5	-0.3	-5.0	-6.4	1.5	-6.3	-10.4	0.5
CCOc1ccccc1N1CCN(C(=O)NCc2ccc(F)cc2)CC1	4.2	-0.3	-1.4	8.8	1.8	-2.9	-2.6	-1.9	2.5	4.1
Cc1nn(CCC(=O)NCc2ccc(N(C)C)cc2)c(=O)c2nn(-c3ccccc3)c(C)c12	8.3	-0.8	2.2	-15.3	5.4	-6.1	-6.0	3.5	-1.6	-10.4
N#CC(C#N)=C1C=CC=CN1/C(=C\c1ccco1)C(=O)c1ccc(Cl)cc1	8.4	-29.7	-1.2	-1.4	18.7	-28.2	-1.8	-3.3	4.7	-16.0
COc1cc(C2C(C(C)=O)=C(C)Nc3ncnn32)ccc1O (stereo not drawn)	0.9	1.2	-3.4	7.5	-7.0	1.2	1.1	-3.7	2.1	-4.0
COc1ccc(NC(=O)/C(C#N)=C/c2c(C)nn(-c3ccc(F)cc3)c2Cl)cc1Cl	3.6	2.2	2.3	-1.6	3.3	-0.2	-0.5	4.1	2.1	-4.8
COc1c(C)cc(C(=O)C2CCCN(Cc3cccc4nccnc34)C2)cc1C (stereo not drawn)	-3.1	-0.8	2.9	7.0	12.1	3.0	0.7	2.4	-4.5	1.0
O=C(NCn1cnccc1=O)c1ccccc1	-3.7	1.2	-5.1	-1.6	-9.7	0.4	-2.5	1.2	-14.9	1.6
Nc1ccc2c(c1)nc(Cc1ccccc1)n2CCO	2.9	-15.9	6.3	-11.6	8.3	-16.0	-4.6	0.3	11.3	-8.3
CCn1c2ccccc2c2cc(C=NNC(=O)c3ccoc3C)ccc21	4.8	-137.3	-2.1	6.1	·	-182.4	-29.1	-0.3	·	-129.6
COC(=O)C1=C(C)N(C)C(=NCc2ccc3c(c2)OCO3)NC1c1cccc(C(F)(F)F)c1 (stereo not drawn)	4.3	-3.2	3.1	7.1	-15.3	-0.6	-2.9	7.2	5.6	0.7
Cc1ccc(-c2n[nH]c(=S)c3ccccc23)cc1	3.2	0.2	-10.0	-3.8	1.3	-6.2	-5.5	2.6	9.6	-11.9
N[C@@H](Cc1ccccc1)C(=O)N1CCC(C(=O)NCC(=O)NCC(=O)O)CC1	11.4	0.7	-1.8	-2.1	-4.4	0.8	-2.5	-1.9	-3.6	4.9
CN1c2ccccc2N(C)C1c1ccc2c(c1)OCO2	-0.2	-8.9	-5.0	-2.4	-1.2	-8.0	-5.2	-4.3	7.7	-4.5
Cc1cc(C)c(S(=O)(=O)Nn2cnnc2)c(C)c1	7.2	2.2	4.4	-0.5	4.0	-1.6	3.3	-3.3	-0.5	-5.3

Look-ups from above:
ADAM17 inh, N[C@@H](Cc1ccccc1)C(=O)N1CCC(C(=O)NCC(=O)NCC(=O)O)CC1 → -2.5
TDP2 absorb, O=C1CCN(S(=O)(=O)c2ccccc2)CCN1CCOCc1ccc(C(F)(F)F)cc1 → 8.2

(more compounds)
SMILES	SIAE primary	PLC-gamma1 inh	DDE Tn6 FP inh	TDP2 absorb	ASAP1 GAP inh	PLC-beta3 inh	ADAM17 inh	DDE Tn7 FP inh	ARFGAP1 inh	ADAM10 inh
CC(=O)CCSc1ncnc2sc(-c3ccccc3)cc12	-5.8	4.2	-0.7	-0.9	-5.4	-7.5	2.7	0.2	5.0	-4.1
Cc1cc(N2CCN(CC(C)(C)O)C[C@H]2C)ccc1N1CCN(Cc2ccccc2)[C@@H](C)C1	1.9	-8.4	0.2	-6.6	6.5	-11.6	0.5	-8.6	10.6	-9.9
CCc1c(C)nc(Nc2nc(C)c3ccc(OC)cc3n2)[nH]c1=O	-3.1	-2.0	2.0	7.3	13.5	-3.6	-8.3	6.1	-8.7	-8.5
Cc1[nH]c2ccccc2c(=O)c1CN1CCCCCC1	7.0	-1.4	5.4	18.6	3.8	-3.9	-4.2	-3.2	-5.2	-4.6
CCCC(=O)N(Cc1cccnc1)c1nc2c(OC)ccc(Cl)c2s1	-8.2	2.1	-4.1	-3.0	0.5	-3.4	-2.0	-5.3	-0.3	4.8
Cn1c(=O)c2ncn(CC(=O)Nc3ccc(N4CCOCC4)cc3)c2n(C)c1=O	2.6	1.2	-2.2	9.8	4.9	1.4	-1.8	-1.5	-14.8	2.3
COc1ccccc1C(=O)O/N=C(/C)c1ccc(N2C(=O)C3CCCCC3C2=O)cc1 (stereo not drawn)	2.5	3.0	-6.9	6.1	6.6	-1.2	-3.7	-1.0	3.1	1.1
CN1CCN(S(=O)(=O)c2cccc(C(=O)Nc3cc(Cl)ccc3N3CCOCC3)c2)CC1	6.4	2.2	4.4	2.1	0.5	-2.0	0.4	-4.1	-8.1	2.1
C#CCSc1nnc(-c2cccc3ccccc23)o1	-0.9	-9.0	1.7	-2.8	1.9	-14.8	-10.2	1.7	0.0	-24.4
O=C1CCc2cc(S(=O)(=O)NCc3ccccc3Cl)cc3c2N1CC3	1.3	3.3	4.1	-0.8	1.9	-6.2	-4.8	0.7	21.4	-8.2
O=[N+]([O-])c1cc(S(=O)(=O)N2CCCC2)ccc1N/N=C/c1ccncc1	3.3	2.5	-2.0	-4.3	-6.2	3.9	2.5	-1.7	11.2	18.7
COc1cc(/C=N/NC(=O)CCc2c(C)n[nH]c2C)cc(OC)c1OC	-5.6	6.6	3.0	-15.9	3.2	7.2	0.3	-3.8	6.0	-1.1
Cc1ccc(NC(=O)CN2C(=O)COc3ccc(S(=O)(=O)N4CCOCC4)cc32)cc1N(C)C	7.2	1.7	-0.1	-6.4	2.5	-7.3	-1.3	-1.2	-3.3	-11.7
O=C(/C=C/c1ccccc1)NC(NC(=S)Nc1cccc(O)c1)C(Cl)(Cl)Cl (stereo not drawn)	-46.0	2.2	-5.2	1.6	1.8	-4.9	5.6	-3.8	18.6	21.5*
CNC(=S)N/N=C/c1cc(C)ccc1C	1.0	-0.6	5.3	-0.5	9.1	-0.1	-0.1	-1.4	4.7	-3.2
COCCn1c(SCC(=O)N2CCOCC2)nc2c(c1=O)SCC2	5.7	2.7	-0.1	4.6	-1.3	-9.1	-2.2	1.3	7.2	-4.2
CC(C)(C)c1ccc(/C=C/C(=O)N2CCCCC2)cc1	-5.1	2.9	-9.7	-1.8	6.9	2.9	0.9	-9.1	14.4	3.0
CCCCC(=O)N/N=C(C)/C=C/c1ccccc1F	0.8	-1.6	6.2	3.9	-11.3	-4.4	1.2	-0.6	1.5	1.9
Cc1ccc(S(=O)(=O)Nc2ccc(=O)n(Cc3ccc(Cl)c(Cl)c3)c2)cc1	8.9	-124.9	-1.5	6.3	15.4	-128.2	-12.7	3.3	5.6	-51.6
CN(C)S(=O)(=O)c1cccc(-c2csc(=Nc3ccccc3)n2CCCN2CCOCC2)c1	3.7	1.0	-5.0	5.3	0.0	2.3	-3.0	2.9	9.1	11.4
O=C(CN(C(=O)CNC(=O)c1cccs1)c1ccc(F)cc1)NC1CCCCC1	-4.0	-0.7	2.6	3.8	7.4	-9.4	-3.4	0.5	-10.8	-3.6
CCOC(=O)N1CCN(C2=CC(=O)OC23CCCCC3)CC1	3.4	0.7	2.6	-2.0	-9.4	-2.6	-0.3	0.9	-5.5	-1.1
CCCS(=O)(=O)c1nc(S(=O)(=O)c2ccc(C)cc2)c(N2CCC3(CC2)OCCO3)s1	2.4	-2.6	5.8	1.7	-17.1	-4.6	2.3	4.1	-1.0	9.1
O=C(CCn1nnc2ccccc21)N1CCN(c2cccc(C(F)(F)F)c2)CC1	2.2	2.1	-0.3	-6.9	·	1.2	2.9	0.8	·	2.5
O=C(O)C1=NOC(CNC(=O)c2ccccc2Cl)C1 (stereo not drawn)	-6.2	2.8	6.9	4.4	5.3	3.9	-2.4	3.5	0.1	-3.9
C=CCNC(=O)c1ccc(N(Cc2ccccc2)S(C)(=O)=O)cc1	1.6	1.0	-0.7	1.1	-6.2	-1.7	-4.9	4.2	7.9	-7.8
O=C(CSc1nc(-c2ccco2)cc(C(F)(F)F)n1)Nc1ccc2c(c1)CCC2	-0.1	3.1	1.6	-12.7	3.8	7.0	6.2	2.4	-8.9	6.0
Clc1ccc(-n2nnnc2SCc2cn3ccccc3n2)cc1	4.7	-2.3	-2.2	-5.6	5.8	-5.0	-1.1	-3.4	3.5	4.8
CN(C)CCCN1CC(=O)N2CCc3ccc(Br)cc3C2CC1=O (stereo not drawn)	1.9	2.0	1.7	5.2	7.0	5.3	-2.2	-0.6	-3.2	0.3
CCOc1c2ccc(C(=O)NCc3ccc(C)cc3)cc2nn1CCOC	1.4	-297.6	1.4	8.1	6.8	-433.7	-204.0	-6.3	3.6	i
S=C(c1ccc(-c2ccccc2Cl)o1)N1CCCCC1	-3.7	2.8	4.7	-9.3	-2.4	0.6	2.7	-0.3	7.5	-0.2
[O-]/C(=C(\C(=S)NCc1ccccc1)[n+]1ccccc1)c1ccc(Cl)s1	-1.2	-5.0	-1.6	5.5	6.3	-10.7	-2.1	3.4	-16.6	-0.2
O=C1NC(Cc2ccc(O)cc2)c2nc3cc(Cl)ccc3c(=O)n2-c2cc(Cl)ccc21 (stereo not drawn)	-15.1	-6.0	-7.6	-10.2	1.8	-7.4	0.8	-5.2	7.7	-0.7

Screens as filed in PubChem BioAssay.
